Assay outcomes deposited in PubChem by National Center for Advancing Translational Sciences (NCATS).
TRHR ag: qHTS for Small Molecule Agonists and Allosteric Enhancers of Human TRH Receptor: Primary Screen for Agonists; AID 493084, 2011; 360,000 compounds, 0.18% hits; Thyrotropin-releasing hormone receptor (Homo sapiens), P34981; TRHR cells, calcium flux fluo-8, FDSS agonist mode; activation, % at 2 µM; in the data active = activation above about 30%; note: 0% is about no effect
Target sequence (P34981 whole entry, looked up): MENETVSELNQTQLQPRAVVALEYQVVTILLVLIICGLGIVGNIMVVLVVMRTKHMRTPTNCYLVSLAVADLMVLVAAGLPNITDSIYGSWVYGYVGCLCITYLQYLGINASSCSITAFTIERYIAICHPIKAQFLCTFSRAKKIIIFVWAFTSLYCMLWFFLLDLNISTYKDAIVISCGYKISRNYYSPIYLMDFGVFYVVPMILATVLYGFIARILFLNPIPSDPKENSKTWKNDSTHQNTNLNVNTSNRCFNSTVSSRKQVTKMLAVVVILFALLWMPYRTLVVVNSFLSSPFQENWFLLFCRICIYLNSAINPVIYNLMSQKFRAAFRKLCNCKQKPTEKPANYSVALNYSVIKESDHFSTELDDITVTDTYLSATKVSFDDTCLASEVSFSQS
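Steps: seed TRHR cells overnight; add fluo-8 no-wash Ca dye, RT 30 min–1.5 h; record 10 s baseline; pin-transfer compounds; monitor fluorescence 1 cycle/s for the agonist window. Calcium increases flag candidate agonists.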
TRHR enhancer: qHTS for Small Molecule Agonists and Allosteric Enhancers of Human TRH Receptor: Primary Screen for Enhancers; Thyrotropin-releasing hormone receptor (Homo sapiens), P34981; TRHR cells, fluo-8 calcium fluorescence, EC20 TRH enhancement; enhancement, % at 2 µM; 360,000 compounds, 0.66% hits; AID 493056, 2011; in the data active = enhancement above about 30%; note: 0% is about no effect
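Enhancer read-out: after compound pinning and an initial kinetic agonist-mode read, an EC20 of TRH (10 nM final) was injected and fluo-8 calcium signal (Ex 480/Em 530) followed at 1 s/cycle for 100 cycles in TRHR-expressing cells.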
D2 antagonist: HTS Assay for Allosteric Antagonists of the Human D2 Dopamine Receptor: Primary Screen for Antagonists. D(2) dopamine receptor (Homo sapiens), P14416. HEK293 TREx D2 cells, calcium flux, dopamine EC80. inhibition, % at 10 µM. 340,000 compounds, 2% hits. AID 485344, 2010; in the data active = inhibition above about 30%; note: 0% is about no effect
Target sequence (P14416 whole entry, looked up): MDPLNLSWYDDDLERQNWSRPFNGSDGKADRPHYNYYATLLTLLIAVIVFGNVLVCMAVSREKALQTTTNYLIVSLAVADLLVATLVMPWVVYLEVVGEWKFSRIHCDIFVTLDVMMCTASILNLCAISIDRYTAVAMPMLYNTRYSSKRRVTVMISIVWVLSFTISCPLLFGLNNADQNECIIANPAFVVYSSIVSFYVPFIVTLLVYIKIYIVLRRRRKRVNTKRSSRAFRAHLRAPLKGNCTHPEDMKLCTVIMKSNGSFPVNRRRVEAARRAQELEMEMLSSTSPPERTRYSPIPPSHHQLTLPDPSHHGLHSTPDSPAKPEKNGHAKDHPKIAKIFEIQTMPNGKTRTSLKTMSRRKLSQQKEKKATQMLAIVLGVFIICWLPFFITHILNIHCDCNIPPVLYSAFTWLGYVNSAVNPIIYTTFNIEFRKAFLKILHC
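HEK293 T-REx D2 cells, tet-induced, calcium dye no-wash. Cpd pintool add, 180 s kinetic, then EC80 DA, 180 s kinetic. Ca flux read.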
USP1 inh: Inhibitors of USP1/UAF1: Primary Screen. AID 743255, 2014. recombinant USP1/UAF1, Ub-Rhodamine cleavage fluorescence. Ubiquitin carboxyl-terminal hydrolase 1 (Homo sapiens), O94782. Potency, µM (series often up to 57.1 µM), without a hit: top-dose activity change, negative = inhibition, usual class: inhibitors. 390,000 compounds, 0.23% hits; note: potency is the fitted concentration of half-maximal effect; % is set by controls: 0 for no effect and ±100 for the full control effect; nearly all actives have a fitted effect of over 60% in size; inactives centre near -12
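High-throughput fluorogenic screen: 1nM USP1/UAF1 complex, Ub-Rho substrate 150nM final, 50mM HEPES pH 7.8 with 0.5mM EDTA, 0.1 mg/ml BSA, 1mM TCEP and 0.01% Tween-20.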
D2 ag: HTS Assay for Allosteric Agonists of the Human D2 Dopamine Receptor: Primary Screen for Agonists; D(2) dopamine receptor (Homo sapiens), P14416; HEK293 T-REx D2 cells, calcium flux agonist mode; activation, % at 2 µM; 340,000 compounds, 0.53% hits; AID 485358, 2010;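 active = activation over 3 SD above normal in the single-dose calcium agonist read, cut at about 30% in these data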; note: 0% is about no effect
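Tetracycline-induced HEK293 T-REx cells with force-coupled D2 receptor, plated overnight at 30 C, loaded with no-wash calcium dye. After a 10 s baseline, compound was pin-added and calcium flux read kinetically for 180 s; calcium rises flagged agonists.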
rTrxR1 inhibitor: qHTS Assay for Inhibitors of Mammalian Selenoprotein Thioredoxin Reductase 1 (TrxR1): qHTS; Thioredoxin reductase 1, cytoplasmic (Rattus norvegicus), O89049; recombinant rTrxR1, NADPH fluorescence consumption, selenite substrate; Potency, µM (titrated, usually from 114 µM), for inactives: at the highest dose activity change, negative = inhibition, hits mostly inhibitors; 390,000 compounds, 1% hits; AID 588453, 2011; note: potency is the fitted concentration of half-maximal effect; % is set by controls: 0 for no effect and ±100 for the full control effect; nearly all actives have a fitted effect of over 65% in size
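Rat TrxR1 (90 nM in the dispensed reagent) was pre-reduced with 400 uM NADPH for 5 min at room temperature, then incubated with compound for 15 min. After 400 uM selenite was added, NADPH fluorescence (Ex 340/Em 450 nm) was followed for 8 min.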
PI4K2A inh: qHTS for small molecular inhibitors of PI4K2A | purified PI4K2A, ADP-Glo luminescence, 1 h; stronger effect = lower value | activity change, negative = inhibition, % at 76.9 µM | 420,000 compounds, 0.13% hits | AID 1346378, 2018; in the data active = activity change below about -50%; inconclusive = mostly about -30% to -49%;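 note: -100% = wells without enzyme as full effect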
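ADP-Glo luminescence measured ADP generated by PI4K2A enzyme (4 ug/mL before mixing) with 1.2 mM PI substrate (pre-mix) and 300 microM ATP (pre-mix). Tris pH7.5 buffer with MgCl2, Triton X-100; 1 h reaction at ambient temperature.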
TrxR1 substrate: qHTS Assay for Substrates of Mammalian Selenoprotein Thioredoxin Reductase 1 (TrxR1): qHTS. Potency, µM (doses to about 114 µM), for inactives: at the top dose activity change, negative = substrate turnover. AID 588456, 2011. Thioredoxin reductase 1, cytoplasmic (Rattus norvegicus), O89049. 390,000 compounds, 0.01% hits. purified TrxR1 substrate turnover, NADPH consumption readout; note: potency is the fitted concentration of half-maximal effect; % is set by controls: 0 for no effect and ±100 for the full control effect; nearly all actives have a fitted effect of over 50% in size
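Rat TrxR1, dispensed at 90 nM, was prereduced with 400 uM NADPH (final) for 5 min at ~22 deg C, then incubated with compound 15 min before 400 uM selenite. A first-read NADPH fluorescence drop versus no-compound background flagged substrates.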
mIDH1 inhibitor: qHTS for Inhibitors of mutant isocitrate dehydrogenase 1 (IDH1): qHTS; Isocitrate dehydrogenase [NADP] cytoplasmic (Homo sapiens), O75874; IDH1-R132H enzyme, NADPH consumption, diaphorase/resazurin fluorescence; Potency, µM (highest dose often 76.6 µM), without a hit: at the highest dose activity change, negative = inhibition, most hits filed as inhibitors; 390,000 compounds, 0.093% hits; note: potency is the fitted concentration of half-maximal effect; % is set by controls: 0 for no effect and ±100 for the full control effect; nearly all actives have a fitted effect of over 65% in size
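IDH1-R132H (0.5 ug/mL) preincubated 30 min with compound, then NADPH (0.016 mM) and alpha-KG (2 mM) added; 80 min at RT, pH 7.5. Remaining NADPH coupled via diaphorase/resazurin to fluorescence (540/590 nm); concentration-response curves normalized to no-enzyme control.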
* hit, by the source's call; & = joins results of further samples; [ ] = remark or other dose. Unless noted, calls come from the whole dose curve; as a rule, active = well fitted inhibition curve with a large enough effect; inconclusive = small, poorly fitted or top-dose-only effect; inactive = no such curve, though single readings can be large or run the other way. Hits appear at their usual frequency. About 3.9% of those tested had a hit in this group.

For O=C(Nc1c2c(nn1-c1cccc(Cl)c1)CS(=O)(=O)C2)C1CC1 the results were TRHR ag 0.0, TRHR enhancer 13, D2 antagonist 2, USP1 inh -20%, D2 ag 0.6, rTrxR1 inhibitor 8%, PI4K2A inh -1, TrxR1 substrate 7% and mIDH1 inhibitor -2%.
Screening CCCCN(CCCC)CCNC(=O)c1cn(CC)c2ccc(S(=O)(=O)N3CCCC3)cc2c1=O returned TRHR ag -0.6, TRHR enhancer 3, D2 antagonist 2, USP1 inh -17%, D2 ag -0.5, rTrxR1 inhibitor -1%, PI4K2A inh -2, TrxR1 substrate -1% and mIDH1 inhibitor 9%.
CN(C)c1ccc(/C=C2/C[N+](C)(C)C/C(=C/c3ccc(N(C)C)cc3)C2=O)cc1 was read as USP1 inh inconclusive, rTrxR1 inhibitor 0%[11.4 µM], PI4K2A inh -24, TrxR1 substrate 0%[11.4 µM] and mIDH1 inhibitor 14%.
CCN(CC)c1ccc(SS(=O)(=O)O)cc1 was read as TRHR ag 0.8&0.2, TRHR enhancer -6&4, D2 antagonist -2&-7, USP1 inh inconclusive, D2 ag -0.8&0.6, rTrxR1 inhibitor 12%[57.1 µM], PI4K2A inh -9&-9, TrxR1 substrate -9%[57.1 µM] and mIDH1 inhibitor 3%&-14%.
`CN1CCN(c2nc3c(c(=O)[nH]c(=O)n3C)n2Cc2ccccc2F)CC1` gave TRHR ag 0.5, TRHR enhancer 3, D2 antagonist -5, USP1 inh -17%, D2 ag 0.5, rTrxR1 inhibitor 4%[57.1 µM], PI4K2A inh 4, TrxR1 substrate -5% and mIDH1 inhibitor 7%.
Screening Cc1ccc(CNCC(O)(c2ccccc2)c2ccc(F)cc2)cc1 (stereo not given) returned TRHR ag -0.3, TRHR enhancer -3, D2 antagonist 21, USP1 inh -20%, D2 ag -0.3, rTrxR1 inhibitor 11%, PI4K2A inh 5, TrxR1 substrate 2% and mIDH1 inhibitor 1%.
COc1ccccc1CCNC(=O)c1ccc(OC)c(OC2CCN(C(C)C)CC2)c1 was read as TRHR ag 0.1, TRHR enhancer -4, D2 antagonist 1, USP1 inh 0%, D2 ag 0.8, rTrxR1 inhibitor -12%, PI4K2A inh -4, TrxR1 substrate -1% and mIDH1 inhibitor -6%.
For COc1ccc(Br)cc1S(=O)(=O)N(CC(=O)N1CCN(C)CC1)c1ccccc1 the results were TRHR ag -0.3, TRHR enhancer 1, D2 antagonist 4, USP1 inh -3%, D2 ag -0.1, rTrxR1 inhibitor -16%, PI4K2A inh 7, TrxR1 substrate -9% and mIDH1 inhibitor 10%.
Screening CC(C)c1nc(SCC(=O)Nc2ccc3c(c2)OCCO3)n[nH]1 returned TRHR ag 0.2, TRHR enhancer 2, D2 antagonist -2, USP1 inh -1%, D2 ag 0.4, rTrxR1 inhibitor 35%, PI4K2A inh 0, TrxR1 substrate 7% and mIDH1 inhibitor 5%.
Screening Cc1nc2c(C(=O)NCc3ccc4c(c3)OCO4)c[nH]n2c(=O)c1Cc1ccccc1F returned TRHR ag 0.1, TRHR enhancer -2, D2 antagonist -16, USP1 inh -18%, D2 ag 1.1, rTrxR1 inhibitor -9%, PI4K2A inh 0, TrxR1 substrate 11% and mIDH1 inhibitor 0%.
For Cc1ccc(C(=O)NCC(=O)OCC(=O)Nc2ccc(Cl)cc2C(F)(F)F)cc1C the results were TRHR ag -1.6, TRHR enhancer 0, D2 antagonist 1, USP1 inh -12%, D2 ag -0.6, rTrxR1 inhibitor 3%, PI4K2A inh 3, TrxR1 substrate 4% and mIDH1 inhibitor -5%.
`C/C(=N\Nc1nc2ccccc2[nH]1)c1ccc([N+](=O)[O-])cc1` gave TRHR ag 0.2, TRHR enhancer -9, D2 antagonist 4, USP1 inh -14%, D2 ag -0.1, rTrxR1 inhibitor 17%, PI4K2A inh -12, TrxR1 substrate 5% and mIDH1 inhibitor 5%.
Cc1nn(CC(C)C)c(Cl)c1C(=O)N(c1ccc(Cl)cc1F)S(C)(=O)=O was read as TRHR ag 0.3, TRHR enhancer -7, D2 antagonist 25, USP1 inh -11%, D2 ag 1.2, rTrxR1 inhibitor inconclusive, PI4K2A inh 5, TrxR1 substrate inconclusive and mIDH1 inhibitor -2%.
`Cc1ccc(NC(=O)/C(=C\c2cccnc2)NC(=O)c2ccccc2)cc1` gave TRHR ag 0.1, TRHR enhancer 4, D2 antagonist -8, USP1 inh 1%, D2 ag 0.9, rTrxR1 inhibitor 9%, PI4K2A inh 0, TrxR1 substrate 0% and mIDH1 inhibitor -3%.
Screening CCC(C)(C)C(=O)Nc1cccc(Cl)c1C returned TRHR ag 0.0, TRHR enhancer 0, D2 antagonist -12, USP1 inh -27%, D2 ag 0.1, rTrxR1 inhibitor 3%, PI4K2A inh 3, TrxR1 substrate -5% and mIDH1 inhibitor -8%.

The final 2 entries of the part above lead into the next.
`Cc1ccc(NC(=O)/C(=C\c2cccnc2)NC(=O)c2ccccc2)cc1` gave TRHR ag 0.1, TRHR enhancer 4, D2 antagonist -8, USP1 inh 1%, D2 ag 0.9, rTrxR1 inhibitor 9%, PI4K2A inh 0, TrxR1 substrate 0% and mIDH1 inhibitor -3%.
Screening CCC(C)(C)C(=O)Nc1cccc(Cl)c1C returned TRHR ag 0.0, TRHR enhancer 0, D2 antagonist -12, USP1 inh -27%, D2 ag 0.1, rTrxR1 inhibitor 3%, PI4K2A inh 3, TrxR1 substrate -5% and mIDH1 inhibitor -8%.
`CC(=O)C1=C(O)C(=O)N(Cc2ccco2)C1c1ccccc1F` (stereo not given) gave TRHR ag -1.8, TRHR enhancer -5, D2 antagonist 1, USP1 inh -11%, D2 ag -0.6, rTrxR1 inhibitor -8%, PI4K2A inh -5, TrxR1 substrate -11% and mIDH1 inhibitor 5%.
N=c1c(C(=O)NCC2CCCO2)cc2c(=O)n3ccccc3nc2n1C1CCCCC1 (stereo not given) was read as TRHR ag -0.9, TRHR enhancer 10, D2 antagonist 3, USP1 inh -14%, D2 ag -2.9, rTrxR1 inhibitor 63%[activator], PI4K2A inh -12 and mIDH1 inhibitor -6%.
`COc1ccc(CN(C)CC(=O)Nc2cc3oc4ccccc4c3cc2OC)c(OC)c1` gave TRHR ag 0.2, TRHR enhancer 5, D2 antagonist -1, USP1 inh -11%, D2 ag 0.4, rTrxR1 inhibitor 3%, PI4K2A inh -3, TrxR1 substrate 13% and mIDH1 inhibitor 4%.
Screening O=C1C(=O)N(CCN2CCOCC2)C(c2ccccc2)/C1=C(\O)c1ccc2c(c1)OCCO2 (stereo not given) returned TRHR ag 0.5, TRHR enhancer -2, D2 antagonist 8, USP1 inh -13%, D2 ag 0.1, rTrxR1 inhibitor -25%, PI4K2A inh 9, TrxR1 substrate -11% and mIDH1 inhibitor 8%.
Screening CC(CCO)Nc1nc2c(c(=O)n(C)c(=O)n2C)n1Cc1cccc(Br)c1 (stereo not given) returned TRHR ag -0.2, TRHR enhancer 4, D2 antagonist 15, USP1 inh -6%, D2 ag 0.6, rTrxR1 inhibitor -13%, PI4K2A inh -2, TrxR1 substrate -1% and mIDH1 inhibitor 1%.
Screening Cc1cccc(Cn2cc(C(=O)Nc3cc(F)ccc3F)ccc2=O)c1 returned TRHR ag -0.2, TRHR enhancer 9, USP1 inh inconclusive, D2 ag -0.2, rTrxR1 inhibitor 25%[57.1 µM], PI4K2A inh -2, TrxR1 substrate 2%[57.1 µM] and mIDH1 inhibitor -7%.
CCOc1ccc(C2=Nn3c(nnc3-c3ccc(OC)cc3)SC2)cc1 was read as TRHR ag 0.1, TRHR enhancer 1, D2 antagonist -3, USP1 inh -25%, D2 ag 0.1, rTrxR1 inhibitor -4%, PI4K2A inh 0, TrxR1 substrate -3% and mIDH1 inhibitor -1%.
For CCOC(=O)C(C)(C)N(Cc1cccc(C)c1)S(=O)(=O)c1cccc([N+](=O)[O-])c1 the results were TRHR ag -0.3, TRHR enhancer -7, D2 antagonist 3, USP1 inh -11%, D2 ag -0.1, rTrxR1 inhibitor -7%, PI4K2A inh -6, TrxR1 substrate -12% and mIDH1 inhibitor 4%.
`CC(C)(C)c1csc(NC(=O)c2ccncc2)n1` gave TRHR ag 0.0, TRHR enhancer -1, D2 antagonist -6, USP1 inh -10%, D2 ag 1.8, rTrxR1 inhibitor 23%[57.1 µM], PI4K2A inh -1, TrxR1 substrate 6%[57.1 µM] and mIDH1 inhibitor 1%.
